MEP2 TOR yeast: alters MEP2-GFP fluorescence in TOR pathway yeast screen; S. cerevisiae MEP2-GFP strain, flow cytometry GFP, 3 h; 100% = DMSO control level; GFP response vs DMSO, % at 10 µM; 0.51% of 330,000 active; AID 2016;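 active = GFP response versus DMSO above a set limit, roughly screen mean plus 3 SD, cut at about 180% in these data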;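 note: median GFP fluorescence of the barcode-gated MEP2-GFP cells per well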
ZTA DNA inh: counter-screen for EBNA-1 inhibitors: inhibitors of Epstein-Barr virus ZTA; 0.15% of 320,000 active; AID 2234; P03206; inhibition, % at 11 µM; ZTA-DNA binding, fluorescence polarization; in the data active = inhibition above about 33%
procasp3 activ: activates human procaspase-3; AID 463141; recombinant procaspase-3 D3A, Ac-DEVD-pNA absorbance 405 nm; activation, % at 8.5 µM; 0.11% of 330,000 active; P42574;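 active = activation above the mean of all tested compounds plus 3 SD, cut at about 21% in these data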;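 note: 0% = DMSO alone and 100% = DMSO wells spiked with extra 5 µM PC-3 D3A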
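Assay system: Procaspase-3 D3A mutant, all three cleavage aspartates alanine. Buffer or medium: Zinc-free HEPES saline buffer with Triton X-100. Times: 1 h compound preincubation, 2 h substrate hydrolysis at 25 °C. Measured by: 405 nm absorbance of p-nitroaniline, reads at 0 and 120 min. Read-out basis: percent activation relative to control range. Replicates: singlicate.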
EBNA-1 inhibitor: blocks EBNA-1 binding to DNA. 0.34% of 300,000 active. EBNA-1 DNA binding, fluorescence polarization. AID 1950. inhibition, % at 14.8 µM; in the data active = inhibition above about 28%
LAP4 TOR yeast: yeast TOR pathway LAP4-GFP modulation | S. cerevisiae LAP4-GFP multiplex, flow cytometry GFP, 3 h; median GFP as percent of DMSO wells | GFP response vs DMSO, % at 10 µM | 0.34% of 320,000 active | AID 2023;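 active = GFP response vs DMSO above a set limit, about the screen mean plus 3 SD, cut at about 150% in these data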
RPL19A TOR yeast: modulators of TOR pathway RPL19A-GFP in S. cerevisiae | S. cerevisiae RPL19A-GFP strain, flow cytometry, 3 h; hits give low values | percent response vs DMSO, % at 10 µM | 0.3% of 330,000 active | AID 2025;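 active = percent response vs DMSO below 50%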;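 note: median channel GFP fluorescence of the barcoded RPL19A-GFP strain; ratio of sample median GFP to plate DMSO average so 100% = DMSO; lower means less RPL19A-GFP as with rapamycin TOR inhibition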
AHR activator: activators of human aryl hydrocarbon receptor. activation, % at 5 µM. 2.5% of 320,000 active. P35869. AID 2796. AHR-responsive luciferase reporter cells, luminescence; in the data active = activation above about 47%;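 note: 0% = vehicle wells and 100% = reference agonist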
procasp7 counter: counter-screen: procaspase-7 (human) activation; activation, % at 8.5 µM; AID 463210; recombinant procaspase-7, Ac-DEVD-pNA absorbance 405 nm; D23A/D198A/D206A triple mutant, cannot self-cleave; scale: DMSO 0, 5 µM enzyme 100; P55210; 0.093% of 330,000 active;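 active = percent activation above the screen-wide mean plus 3 SD, cut at about 25% in these data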
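Assay system: Uncleavable procaspase-7 mutant enzyme / Input: 2 µM procaspase-7 mutant as dispensed / Dosing: single nominal 8.5 µM compound dose, 0.8% DMSO final / Timing: 1 h enzyme–compound preincubation and 2 h substrate reaction, both 25 °C / Detection: p-Nitroaniline absorbance at 405 nm, read at 0 and 120 min / Replication: singlicate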
Numbers without * were called inactive; / = not tested or not shown; [ ] = dose if it differs, or a comment.

SMILES	MEP2 TOR yeast	ZTA DNA inh	procasp3 activ	EBNA-1 inhibitor	LAP4 TOR yeast	RPL19A TOR yeast	AHR activator	procasp7 counter
CCOC(=O)CSc1nnc(-c2ccc(NS(=O)(=O)c3ccc(C)cc3)cc2)o1	98	-12	0	-14	101	96	-1	15
Clc1ccc(CSc2nnc(/C=C/c3ccccc3)o2)cc1	95	6	-8	12	94	96	2	4
CSc1ccccc1NC(=O)Cc1ccccc1[N+](=O)[O-]	85	-6	3	3	96	97	6	2
CCCSc1nc(N2CCOCC2)c2c(c1C#N)CC(C)(C)SC2	100	-5	-3	-7	104	99	5	8
C=CCNC(=O)C(C#N)c1nc2ccccc2nc1N1CCN(Cc2ccccc2)CC1 (stereo unspecified)	99	-3	-4	-4	97	99	6	-4
COCc1cc(CN2CCCC2)c(O)c2ncccc12	105	8	-3	-4	100	100	0	-12
Cn1c(=O)c2c(nc(CN3CCC(C(N)=O)CC3)n2CCc2ccccc2)n(C)c1=O	99	2	-1	14	94	92	0	-1
Cc1ccc(Sc2ncccc2C(=O)O)cc1C	94	-6	-1	4	87	101	2	1
CSc1ccccc1NC(=O)C(=O)c1c[nH]c2ccccc12	95	-6	2	-1	99	95	48*	4
COc1cc(CCCN[C@H](CN)Cc2ccccc2)cc(OC)c1OC	102	-2	-1	/	95	95	-1	10
CC(C)N(CCO)C(=O)C(c1ccccc1)c1ccccc1	92	-4	2	0	86	92	0	0
CCC(Oc1ccccc1)C(=O)N(C)CC(=O)N(CC(C)C)c1c(N)n(CC(C)C)c(=O)[nH]c1=O (stereo unspecified)	105	-2	3	0	106	105	1	11
Cc1ccc(CN2CC(C(=O)N3CCN(S(=O)(=O)c4ccc(C)cc4C)CC3)CC2=O)cc1 (stereo unspecified)	104	-15	9	/	108	101	-3	-3
Cc1cc(C)n(-c2ccc(C(=O)OCC(=O)Nc3ccc(Cl)c(S(=O)(=O)N(C)C)c3)cc2)n1	101	-2	9	6	101	97	-3	12
Cn1c(=O)oc2cc(S(=O)(=O)Nc3ccc4c(c3)OCO4)ccc21	103	-8	6	-15	100	100	4	5
CCN1CCN(C(=S)Nc2ccc(Cl)cc2Cl)CC1	102	9	-15	2	99	99	0	1
Cc1nnc2ccc(N3CCCCC3)nn12	105	6	12	-7	92	105	2	2
CC(=O)N1c2ccccc2[C@@H](C)[C@@H]1C	91	9	-1	/	114	99	0	-10
O=C(Nc1ccc(C(=O)N2CCOCC2)cc1)Nc1cccc(Cl)c1	109	11	-1	-3	105	111	2	1
CN(C(=O)CO/N=C/c1ccc(OC(F)F)cc1)C1CCS(=O)(=O)C1 (stereo unspecified)	100	-4	4	3	101	96	0	3
CCOc1ccccc1NC(=O)CSc1nc2cccnc2n1C	105	-5	5	3	105	101	12	4
CS(=O)(=O)c1ccc2nc(NC(=O)CN3C(=O)C4CC=CCC4C3=O)sc2c1 (stereo unspecified)	106	12	5	-13	97	108	5	-2
O=C(/C=C/c1ccc([N+](=O)[O-])cc1)Nc1cccc(C(=O)Nc2ccccc2C(=O)O)c1	103	-4	-12	4	99	101	0	10
CCN(CC)C(=O)C1=C(C)NC(=O)NC1c1c(F)cccc1Cl (stereo unspecified)	96	-8	-3	8	103	101	2	5
COc1ccc(/C=N/Nc2nccnc2Cl)c(OC)c1	104	-6	8	0	104	99	9	-3
N#C/C(=C\c1ccc(F)c(Cl)c1)S(=O)(=O)c1ccccn1	103	7	-4	7	103	102	-1	7
CN1CCN(S(=O)(=O)c2ccccc2)CC1	128	3	4	-4	107	98	-1	-15
CCc1nnc(NC(=O)C2CCCO2)s1 (stereo unspecified)	91[may fluoresce violet]	-3	-2	1	104[may fluoresce violet]	54[may fluoresce violet]	1	6
O=c1[nH]c(/C=C\c2ccc(O)cc2)nc(O)c1[N+](=O)[O-]	104	-17	-3	1	100	102	-2	-6
N#CCCn1cc(C(=O)Nc2ccc(C(=O)O)cc2)c(-c2cc3ccccc3o2)n1	92	8	9	5	105	93	3	3
CC(C)S(=O)(=O)c1ccc(C(=O)Nc2ccc(F)cc2F)cn1	116	-8	6	1	119	112	2	6
Cc1cccc(CSc2nc3sc(C)c(C)c3c(=O)n2Cc2ccco2)c1	101	1	-2	2	101	102	-1	-1
CCN(CC(=O)NC(C)C)C(=O)C(CCSC)NC(=O)c1ccccc1OC (stereo unspecified)	111	8	11	9	107	120	0	1
CCc1ccc(-n2c(O)cnc2Nc2nc(C)cc(C)n2)cc1	87	-4	-6	-1	95	102	35	4
COC(=O)c1ccc(C(=O)OC)c(NC(=O)CN(c2ccc3c(c2)OCO3)S(C)(=O)=O)c1	104	6	-1	8	105	98	1	4
Cc1ccc(S(=O)(=O)N2CC(C(=O)O)=CC[C@H]2c2ccc3c(c2)OCO3)cc1	92	-8	1	1	131	96	-2	-2

Shown with bars between the fields: entries from further up
smiles | MEP2 TOR yeast | ZTA DNA inh | procasp3 activ | EBNA-1 inhibitor | LAP4 TOR yeast | RPL19A TOR yeast | AHR activator | procasp7 counter
N#C/C(=C\c1ccc(F)c(Cl)c1)S(=O)(=O)c1ccccn1 | 103 | 7 | -4 | 7 | 103 | 102 | -1 | 7
CCN(CC(=O)NC(C)C)C(=O)C(CCSC)NC(=O)c1ccccc1OC (stereo unspecified) | 111 | 8 | 11 | 9 | 107 | 120 | 0 | 1
COC(=O)c1ccc(C(=O)OC)c(NC(=O)CN(c2ccc3c(c2)OCO3)S(C)(=O)=O)c1 | 104 | 6 | -1 | 8 | 105 | 98 | 1 | 4
Cc1ccc(S(=O)(=O)N2CC(C(=O)O)=CC[C@H]2c2ccc3c(c2)OCO3)cc1 | 92 | -8 | 1 | 1 | 131 | 96 | -2 | -2
CCc1nnc(NC(=O)C2CCCO2)s1 (stereo unspecified) | 91[may fluoresce violet] | -3 | -2 | 1 | 104[may fluoresce violet] | 54[may fluoresce violet] | 1 | 6
N#CCCn1cc(C(=O)Nc2ccc(C(=O)O)cc2)c(-c2cc3ccccc3o2)n1 | 92 | 8 | 9 | 5 | 105 | 93 | 3 | 3

Next part
SMILES	MEP2 TOR yeast	ZTA DNA inh	procasp3 activ	EBNA-1 inhibitor	LAP4 TOR yeast	RPL19A TOR yeast	AHR activator	procasp7 counter
COc1ccccc1CNC(=O)CCS(=O)(=O)c1ccc(Cl)cc1	103	17	2	-9	108	105	7	1
O=C(NCc1ccc2c(c1)OCO2)c1c(Cl)cccc1Cl	105	11	3	11	100	101	13	-4
CCN1CCN(C(=O)c2ccc(Cn3c(=O)[nH]c4cc(OC)c(OC)cc4c3=O)cc2)CC1	104	-13	0	0	100	99	2	-4
CC(=O)N(C)c1ccc(NC(=O)Nc2ccc(C)cc2)cc1	120	-13	-7	-5	108	105	14	0
COc1ccc(OC)c(C2=NS(=O)(=O)N(C)C(C(=O)N3CCC4(CC3)OCCO4)=C2)c1	105	0	1	-5	106	101	1	-2
COc1ccc(OC)c(S(=O)(=O)N2CCN(c3ccccn3)CC2)c1	95	-3	3	9	91	91	0	-3
CCOc1cc(/C=C2\CCC/C(=C\c3cc(Cl)c(O)c(OCC)c3)C2=O)cc(Cl)c1O	108	22	-15	12	97	102	-11	-12
Cn1c(=O)n(C)c2cc(N3CCOCC3)c(NC(=O)c3cccc(Cl)c3)cc21	102	3	2	-3	99	99	5	-6
CCOC(=O)C1CCN(C(=O)C(CCSC)NC(=O)c2ccccc2OC)CC1 (stereo unspecified)	87	2	3	/	89	89	-1	5
CCCCCOC(=O)NC1CCS(=O)(=O)C1 (stereo unspecified)	89	-6	-1	-12	84	95	-2	1
O=C(Cn1[nH]c(=O)c2ccccc2c1=O)OCC(=O)c1ccc(F)c(F)c1	103	/	6	/	103	98	4	3
O=C(CN1CCN(c2ccc(O)cc2)CC1)Nc1ccc(S(=O)(=O)N2CCCC2)cc1	97	/	-9	/	93	94	-1	-11
O=C1CC(c2ccc3c(c2)OCO3)Sc2nc3ccccc3n21 (stereo unspecified)	95	1	-1	-1	122	92	5	2
O=C(c1ccc(F)cc1Cl)N1CCN(S(=O)(=O)c2cccs2)CC1	109	13	1	10	109	100	-2	-5
CN1CCN(C(=O)C2=C[C@@H](c3ccc(C(F)(F)F)cc3)C[C@@H](OCCCCO)O2)CC1	/	-23	6	-3	/	/	4	6
O=C(NCC1CCCCC1)c1cccc(Br)c1	110	3	5	4	109	102	3	-1
CCOc1ccccc1CN1CCNC(=O)C1CC(=O)NCCN1CCOC1=O (stereo unspecified)	103	13	3	8	100	98	3	2
CCC(C)(C(=O)NC1CCCCC1)N(C(=O)CNC(=O)c1ccccc1)c1c(C)n(C)n(-c2ccccc2)c1=O (stereo unspecified)	99	23	12	4	96	96	0	-2
COc1ccccc1CNC(=O)c1cc(S(=O)(=O)N2CCCCC2)c[nH]1	102	-5	2	5	102	102	-1	-2
O=C(NCc1nnc(SCC(=O)N2CCc3ccccc32)o1)c1ccco1	95	-17	-7	-3	88	96	-1	-2
COP1(=O)C[C@@H](O)[C@@H](O)[C@@H](COCc2ccccc2)O1 (stereo partly specified)	94	0	7	0	113	95	3	4
CC(=O)Nc1n[nH]c(-c2ccc(C)cc2)c1C	108	3	3	-2	92	104	6	2
Cc1cc(NC(=O)CCC(=O)N(Cc2ccccc2)C(C(=O)NC2CCCC2)c2ccc(C)o2)no1 (stereo unspecified)	102	-17	11	-1	103	106	3	3
O=C(NC1CCN(Cc2ccccc2)CC1)c1ccccc1	108	-2	5	0	100	106	9	-4
COc1ccc(-c2noc(COc3ccc4ccccc4c3Br)n2)cc1OC	93	-12	-2	-19	91	96	-1	1
COc1ccccc1NC(=O)CSc1nnc(CC(=O)Nc2ccccc2F)n1C	103	-6	-2	-15	94	103	5	-6
NC(=O)CC(NC(=O)Cc1cccc2ccccc12)c1ccc(N2CCN(c3ccccn3)CC2)c([N+](=O)[O-])c1 (stereo unspecified)	93	14	-12	15	143	97	-2	2
CC(C)Oc1ccc(C(=O)N2CCN(C(=O)c3ccco3)CC2)cc1	97	2	1	-9	89	98	0	-5
O=C(COc1ccccc1Cl)NCCNC(=O)c1ccncc1	103	7	-2	-2	96	105	6	-4
O=C(CNC(=O)c1cccs1)N/N=C/c1ccc(O)cc1O	99	2	-1	-5	96	95	10	6
COCCn1c(=N)c(C(=O)NCCc2ccccc2)cc2c(=O)n3cccc(C)c3nc21	98	3	-8	-12	89	87	0	-2
COc1cccc(-n2c(-c3ccco3)nc3nc4ccccc4nc32)c1	104	-3	-3	5	103	108	1	-7
NS(=O)(=O)c1ccc(CCNC(=O)C2CCN(C(=O)Nc3ccccc3)CC2)cc1	119	/	7	/	131	108	0	6
Cc1ccc(C(C(=O)NCc2ccco2)N(C(=O)CNC(=O)c2cccs2)c2c(C)cccc2C)cc1 (stereo unspecified)	103	-2	2	-9	97	106	0	-17
Cc1c(C#N)c2ncn(CC#N)c(=O)c2n1-c1ccccc1	100	-14	4	-6	102	97	3	-6
Cc1cccc(NC(=O)c2nc[nH]c2C(=O)N[C@@H](Cc2ccccc2)C(=O)OC(C)(C)C)c1	93	-3	3	-13	125	106	35	8
COc1ccc(NC(=O)c2sc3nc(N4CCCC4)c4c(c3c2N)CC(C)(C)OC4)c(OC)c1	105	8	0	8	96	103	-1	1
COC(=O)c1ccccc1NC(=O)COC(=O)[C@H](C)NC(N)=O	109	5	0	-7	108	100	0	4
O=C1NCCCc2nc(Oc3ccccc3)sc21	111	16	0	2	103	106	2	13
COc1ccc(CCNC(=O)c2ccc3nc4cc(Cl)ccc4c(=O)n3c2)cc1OC	107	10	2	7	88	103	1	4
Cc1ccc(NC(=O)c2cc(NC(=O)c3ccco3)ccc2N2CCOCC2)cc1	100	-7	5	-10	103	98	27	-7
